Source: PubChem
HIV fusion peptide: inhibitors of HIV fusion peptide binding, primary screen, biochemical, uHTS, fluorescence dequenching (AID 1986); inhibition, % at 20 µM, or IC50 in µM where a hit was titrated; cell-free peptide binding, fluorescence dequenching, 30 min; higher % means a stronger effect; 290,000 tested, 0.3% active; in the data active = inhibition mostly above about 52%, no sharp cut-off; inactive = mostly below about 76%; note: some results filed as inactive read as strong as hits
K1F lysis inhibition: inhibition of K1F phage lysis, E. coli UTI89, bacterial capsule biogenesis inhibitors, alamar blue (AID 488966) | E. coli UTI89 K1F phage lysis, alamar blue, 2 h; higher % means a stronger effect | one-dose inhibition, % at 100 µM; IC50 in µM for titrated hits | 340,000 tested, 0.02% active;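 active = phage lysis inhibition, versus mean bacterial control, above a set limit; inconclusive = no clear call, values can overlap the other calls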;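 note: capsule biogenesis inhibitors block K1F phage lysis so surviving cells raise fluorescence; higher fluorescence means more inhibition of phage lysis; actives were called in the ten point dose series up to 300 µM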
Dengue-2 NS5 capping: Dengue-2 NS5 methyltransferase inhibitors, primary screen, biochemical, confirmation dose response (AID 588689). Genome polyprotein (Dengue virus type 2 (strain 16681-PDK53)). Dengue-2 NS5 methyltransferase capping enzyme assay, biochemical; higher % means a stronger effect. one-dose inhibition, % at 25 µM; IC50 in µM for titrated hits. 340,000 tested, 0.3% active; in the data active = a potency from the dose series; inconclusive = inhibition above about 29% without an active follow-up result
PhoP inhibition: inhibitors of PhoP regulon expression, primary screen, Salmonella Typhimurium, GFP reporter (AID 1863); 300,000 tested, 0.16% active; one-dose inhibition, % at 50 µM; IC50 in µM for titrated hits; S. Typhimurium PhoP-regulated promoter GFP reporter, 4 h; higher % means a stronger effect;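 active = inhibition over 29.93%, a cutoff 3 SD above the screen mean, later confirmed by dose response; inconclusive = inhibition over 29.93% but no dose response follow-up; inactive = inhibition at most 29.93% or unconfirmed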;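 note: 0% = low Mg2+ inducing control and 100% = high Mg2+ repressing control; strong numbers were not always called active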
GPR35 antagonists: GPR35 antagonists blocking zaprinast-driven arrestin recruitment, primary screen, imaging, U2OS, beta-arrestin-GFP, zaprinast agonist (AID 2058). U2OS GPR35 beta-arrestin-GFP translocation imaging, zaprinast antagonism; higher % means a stronger effect. inhibition, % at 10 µM, or IC50 in µM where a hit was titrated. 290,000 tested, 0.052% active;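 active = inhibition of at least 50% with at least 30 cells and total cytoplasm GFP at most 10,000,000; inconclusive = under 30 cells or total GFP of 10,000,000 plus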
RSV antiviral HEp-2: RSV antiviral activity via CPE protection, HEp-2 cells, primary 10 µM value included (AID 2391). one-dose CPE inhibition, % at 10 µM; IC50 in µM for titrated hits. 310,000 tested, 0.13% active. HEp-2 cells, RSV-induced CPE inhibition; higher % means a stronger effect; in the data active = a potency from the dose series; inconclusive = CPE inhibition mostly from about 23% at the one dose, without a potency; inactive = the rest, 99 in 100 with CPE inhibition below about 21%; note: strong numbers were not always called active
GPR55 antagonists: GPR55 antagonists blocking LPI-driven arrestin recruitment, primary screen, imaging, U2OS, beta-arrestin-GFP, LPI agonist (AID 2013); U2OS GPR55 beta-arrestin-GFP translocation imaging, LPI antagonism; higher % means a stronger effect; G-protein coupled receptor 55 (Homo sapiens); inhibition, % at 10 µM, or IC50 in µM where a hit was titrated; 290,000 tested, 0.13% active;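 active = spots per cell inhibited over 60%, with over 100 cells counted and total cytoplasm intensity under 500,000; inconclusive = wells with under 100 cells, flagged as likely toxic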;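 note: U2OS cells stably carrying GPR55 and arrestin-GFP stimulated by 5 µM LPI near EC80; imaged beta-arrestin-GFP aggregate spots per cell after agonist stimulation; plate controls were LPI-stimulated DMSO wells for no effect and DMSO wells without LPI for full effect; some results filed as inactive read as strong as hits; confirmed hits need IC50 under 10 µM and bright autofluorescent wells are also inconclusive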
Large T inhibition: SV40 large T antigen inhibitors, biochemical (AID 1903). SV40 large T antigen ATPase/helicase inhibition assay; higher % means a stronger effect. 310,000 tested, 0.39% active. inhibition, % at 20 µM, or IC50 in µM where a hit was titrated; in the data active = a potency from the dose series; inconclusive = inhibition mostly from about 32% at the one dose, without a potency; inactive = the rest, 99 in 100 with inhibition below about 32%; note: strong numbers were not always called active
Rac1 GTP hydrolysis: MgcRacGAP GTPase-activating activity inhibitors, confirmation, biochemical, ADP Hunter fluorescence; Rac GTPase-activating protein 1 (Homo sapiens); inhibition, % at 30 µM; hits with a dose series show IC50 in µM; AID 624330, 2012; MgcRacGAP-stimulated Rac1 GTP hydrolysis, ADP Hunter fluorescence; higher % means a stronger effect; GST-tagged Rac1 F28L mutant substrate; 340,000 tested, 0.6% active;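 active = first-screen hits whose inhibition reached a set limit at any dose in the follow-up dose series; inconclusive = inhibition above the set first-screen limit but never retested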;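 note: fluorescence reports GDP produced by GAP-driven GTP hydrolysis; strong numbers were not always called active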
Dengue-2 NS5 capping pilot replicate: also measured in Dengue-2 NS5 capping; calls as there; inhibition, %; measured here: pilot screen replicate inhibition
The depositor's hits bear a star; ? = inconclusive; . = no result given; [ ] = dose if it differs, or a comment.

SMILES	HIV fusion peptide	K1F lysis inhibition	Dengue-2 NS5 capping	PhoP inhibition	GPR35 antagonists	RSV antiviral HEp-2	GPR55 antagonists	Large T inhibition	Rac1 GTP hydrolysis	others
CC1CCC(C(=O)NC(C(=O)N2CCC(N3CCCCC3)CC2)C(C)C)CC1 (centres undefined)	2.3%	-0.1%	-9%	-4%	18%	-0.5%	9%	14%	8%
CCOCCCNC(=O)Cn1cnc2c(cnn2-c2ccc(F)cc2)c1=O	-0.4%	-0.3%	-12%	-5%	-4%	2.7%	3%	3%	-1%
Cn1c(SCC(=O)Nc2ccccc2)nc2c([nH]c3ccccc32)c1=O	-0.3%	0.5%	-11%	5%	-11%	-1.2%	-1%	2%	2%
CCOC(=O)c1sc2nc(CC(=O)OC)nc(N3CCN(c4ccc(OC)cc4)CC3)c2c1C	-2.6%	5.3%	-3%	-10%	-3%	21%	-3%	16%	7%
CC1CN(C(=O)N2CCCCC2)CCN1C(=O)N1CCCCC1 (centres undefined)	0.7%	.	.	2%	12%	1.8%	2%	10%	.
COCC1CCN(C(=O)C2CCC(=O)N(CC3CCCCC3)C2)CC1 (centres undefined)	-1.7%	-0.2%	-8%	3%	6%	-0.3%	-6%	6%	9%
Cc1nc(N2CCN(C(c3ccccc3)c3ccccc3)CC2)[nH]c(=O)c1C	0.8%	1.3%	-4%	1%	3%	.	13%	1%	3%
CCOC(=O)c1c(NC(=O)CCN2CCOCC2)sc(C)c1-c1ccccc1	-0.8%	3.5%	.	-5%	-4%	0.6%	9%	-2%	7%
N#Cc1c(SCC(=O)O)nc(N2CCOCC2)c2c1CCCC2	-0.8%	-0.2%	-6%	-12%	-11%	3.8%	3%	1%	12%
COc1cc(/C=N\NC(=O)c2ccc(-c3ccccc3)cc2)cc(OC)c1O	-1.7%	-0.9%[50 µM]	0%	-8%	7%	0.7%	-1%	32%	?
C=CCNC(=S)NNc1nc(N2CCCC2)nc(N2CCCC2)n1	-0.8%	1.8%	1%	1%	-11%	2.6%	6%	9%	3%
Cc1ccc(C)n1NC(=O)c1cccs1	6.3%	-0.1%	17%	5%	12%	-1.0%	-3%	6%	6%
O=C(CSCc1nc2ccccc2[nH]1)Nc1ccc2ccccc2c1	0.7%	6.5%	4%	45%	3%	2.1%	12%	-1%	6%
O=C1NC[C@@H](Cc2cccc3ccccc23)N(CC2(c3ccccc3)CC2)C1=O	-1.3%	-1.5%	2%	-7%	-2%	0.3%	-6%	17%	0%
O=C(CN1CCC(C(=O)c2ccc(F)cc2)CC1)Nc1ccc(F)cc1	1.3%	0.3%	2%	0%	8%	8.0%	1%	3%	5%
Cc1ccc(NC(=O)CSc2nn(-c3ccc(Cl)cc3)c(=S)s2)cc1S(=O)(=O)N(C)C	6.4%	-2.4%	-5%	8%	-8%	8.6%	10%	-4%	5%
C1CN(c2nc3nonc3n3nnnc23)CCO1	-2.9%	0.0%	-1%	4%	-4%	0.9%	-10%	4%	-5%
CSc1ncccc1C(=O)NC(C)C1CC2CCC1C2 (centres undefined)	-1.5%	0.2%	-1%	-6%	16%	-0.7%	-3%	-5%	11%
CC(C)C(=O)Nc1cccc(C(=O)OCC(=O)c2ccc(Cl)cc2Cl)c1	4.7%	0.0%	-1%	2%	9%	8.4%	12%	5%	10%
COC(=O)c1ccc(N2CCOCC2)c(NC(=O)c2ccco2)c1	0.3%	-0.1%	-8%	-4%	15%	1.2%	13%	22%	8%
O=C(c1ccc(C(F)(F)F)cc1)C1CCCN(C(=O)CCN2CCCO2)C1 (centres undefined)	0.0%	0.5%	4%	-5%	5%	-1.0%	-4%	26%	11%
CCOC(=O)c1cc(C(=O)c2cccs2)n2ccc(C(C)=O)cc12	0.1%	0.9%	9%	-5%	2%	-3.6%	6%	9%	13%
O=C(Nc1ccc2c(c1)C(=O)N(c1ccccc1)C2=O)C1CCCO1 (centres undefined)	-1.0%	0.3%	3%	0%	6%	-1.0%	16%	9%	2%
COc1cccc(CN2CCSCC2)c1	1.8%	2.7%	-6%	6%	-4%	0.4%	-2%	9%	17%
CCCCNC(=O)CCn1c(=O)c2ccccc2n(CC(=O)N2CC(C)CC(C)C2)c1=O (centres undefined)	-3.4%	-0.3%	3%	-7%	5%	-0.2%	1%	10%	4%

Next section, starting with the last 4 of the part before.
SMILES	HIV fusion peptide	K1F lysis inhibition	Dengue-2 NS5 capping	PhoP inhibition	GPR35 antagonists	RSV antiviral HEp-2	GPR55 antagonists	Large T inhibition	Rac1 GTP hydrolysis	others
CCOC(=O)c1cc(C(=O)c2cccs2)n2ccc(C(C)=O)cc12	0.1%	0.9%	9%	-5%	2%	-3.6%	6%	9%	13%
O=C(Nc1ccc2c(c1)C(=O)N(c1ccccc1)C2=O)C1CCCO1 (centres undefined)	-1.0%	0.3%	3%	0%	6%	-1.0%	16%	9%	2%
COc1cccc(CN2CCSCC2)c1	1.8%	2.7%	-6%	6%	-4%	0.4%	-2%	9%	17%
CCCCNC(=O)CCn1c(=O)c2ccccc2n(CC(=O)N2CC(C)CC(C)C2)c1=O (centres undefined)	-3.4%	-0.3%	3%	-7%	5%	-0.2%	1%	10%	4%
CC1CCC2(CC1)NC(=O)N(CC(=O)Nc1ccc3c(c1)CCC3)C2=O (centres undefined)	-1.1%	0.3%	-9%	-3%	4%	4.3%	8%	-2%	-9%
O=C(COc1ccc([N+](=O)[O-])cc1)NNC(=O)Nc1cccc(F)c1	-0.5%	-0.1%	-2%	0%	-3%	1.1%	31%	9%	6%
COc1ccc(-c2c(C)nc3c(-c4ccc(F)cc4)cnn3c2N)cc1	-1.2%	0.0%	5%	4%	-6%	1.8%	6%	-8%	8%
Cc1ccc(OCCCCNC2CCCC(C)C2C)c(C)c1 (centres undefined)	-1.0%	0.1%	-1%	-4%	1%	-4.2%	13%	4%	22%
O=C(c1ccccc1)N1N=C(c2ccccc2)CC1c1ccccc1[N+](=O)[O-] (centres undefined)	2.2%	4.4%	-3%	-3%	-17%	4.1%	4%	11%	9%
COc1cccc(NC(=O)c2cncs2)c1	1.1%	0.1%	-3%	-7%	-4%	3.0%	-5%	11%	.
Cc1cccc(NC(=O)c2cc3c(s2)-c2c(C)cccc2OC3)n1	-1.5%	0.4%	10%	-5%	3%	9.7%	8%	9%	9%
COC(=O)/C(C#N)=C/c1c(Oc2cccc(C)c2)nc2ccccn2c1=O	-1.4%	-0.4%	2%	-3%	-3%	-0.5%	10%	11%	8%
Cn1cc(Br)c(C(=O)Nc2sc3c(c2C(N)=O)CCCC3)n1	-0.5%	0.3%	-1%	1%	-5%	4.9%	19%	2%	9%
CCn1c(SCC(=O)NCc2ccccc2)nc2ccccc2c1=O	-0.2%	5.3%	2%	8%	-7%	8.9%	6%	6%	3%
CCCOc1ccc(C(=O)OCCN2CCCCC2)c(O)c1	.	-0.8%	2%	.	.	0.9%	.	11%	11%
Cc1cccc(NC(=O)/C(C#N)=C\c2cccnc2)c1	1.8%	-3.2%	-23%	-18%	-2%	2.5%	5%	3%	26%
COc1ccc(NC(=O)CSc2nccn2C)cc1S(N)(=O)=O	2.2%	0.3%	-14%	-1%	-2%	0.2%	-9%	3%	13%
CCOc1ccccc1-n1c(SCC(=O)N2CCCC2)nnc1-c1ccoc1C	-0.2%	-1.6%	-2%	5%	-10%	2.1%	-3%	2%	7%
O=C(Nc1ccccn1)C(F)(F)C(F)(F)C(F)(F)C(F)(F)C(=O)Nc1ccccn1	-1.2%	1.8%[50 µM]	1%	-14%	1%	0.1%	-9%	5%	8%
Cc1cc(C(=O)COc2ccc(Br)cc2F)c(C)n1C1CC1	.	0.1%[50 µM]	-6%	.	.	5.0%	.	.	10%
CC1CC(C)CN(C(=O)/C=C/c2ccc([N+](=O)[O-])s2)C1 (centres undefined)	1.1%	-0.6%	-5%	-4%	-3%	.	10%	9%	1%
COc1cccc(NC(=O)CN(C)C(=O)COc2cc(C)ccc2Cl)c1	.	0.3%[50 µM]	9%	9%	.	0.1%	.	8%	8%
CCN1CCN(Cc2cccc(Oc3ccccc3)c2)CC1	6.7%	0.6%	-4%	8%	7%	-2.5%	-10%	4%	22%
CC(C)Nc1nc(NC(N)=S)nc(NC(C)(C)C)n1	-1.0%	-0.4%	.	-2%	1%	2.3%	-1%	4%	7%
COc1ccc(S(=O)(=O)N(C)C)cc1NC(=O)CN1CCN(C(=O)C2CC2)CC1	.	0.2%[50 µM]	-6%	.	.	3.0%	.	.	3%
COc1ccc(NC(=O)C(=O)Nc2cccc3cccnc23)c(OC)c1	2.5%	0.1%	-5%	-4%	1%	1.7%	8%	13%	-1%	Dengue-2 NS5 capping pilot replicate=-4.6
Cc1ccc(NC(=O)/C(Cl)=C/c2ccccc2)cc1C	1.9%	4.3%	-4%	-6%	5%	5.1%	9%	6%	-1%
CC(C)COc1ccc(-c2cc(C(=O)NN)[nH]n2)cc1	0.1%	0.4%	-5%	-1%	-1%	13%	4%	4%	0%
CCO[C@H]1OC(C(=O)NCc2ccccc2)=C[C@@H](c2cn(C(C)=O)c3ccccc23)[C@@H]1CCCO	1.0%	1.7%	1%	-5%	-10%	9.0%	14%	7%	7%
CC(C)(C)c1nc2c(Br)cc(Br)cc2c(=O)o1	1.4%	0.5%[50 µM]	-10%	4%	-5%	1.2%	-1%	3%	5%
CC(=O)NCCC(=O)Nc1nc2ccc(Oc3ccccc3)cc2s1	-1.8%	1.5%	-8%	-1%	1%	3.9%	-17%	10%	3%

Grouped by structure, the entries above containing a furan ring, fused or not (two)
SMILES	HIV fusion peptide	K1F lysis inhibition	Dengue-2 NS5 capping	PhoP inhibition	GPR35 antagonists	RSV antiviral HEp-2	GPR55 antagonists	Large T inhibition	Rac1 GTP hydrolysis	others
COC(=O)c1ccc(N2CCOCC2)c(NC(=O)c2ccco2)c1	0.3%	-0.1%	-8%	-4%	15%	1.2%	13%	22%	8%
CCOc1ccccc1-n1c(SCC(=O)N2CCCC2)nnc1-c1ccoc1C	-0.2%	-1.6%	-2%	5%	-10%	2.1%	-3%	2%	7%

Compounds as they come; overall some 1.5% were active at least once.
